# GC-A act: GC-A (human) enzyme activation | P16066 | HEK293 GC-A cells, cGMP TR-FRET, EC30 ANP; 0% at EC30 ANP, 100% saturating ANP | activation, % at 10 µM | 0.14% of 370,000 active | AID 1671463; in the data active = activation above about 40%
# DAX1 inh-1: DAX1 (NR0B1) inhibition, primary screen; inhibition, % at 6.8 µM; AID 652010; 1.1% of 370,000 active; HEK293T StAR-luciferase reporter, SF-1/DAX-1 repression relief;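 active = inhibition above the mean over all tested compounds plus 3 SD, cut at about 3.6% in these data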;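 also: 0% = DAX-1 cells with DMSO and 100% = cells lacking DAX-1 with DMSO; higher inhibition means more luminescence from relief of DAX-1 repression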
# FXN GAA850 act: activators of GAA850 frataxin (FXN) promoter. HEK293 lucGAA850 FXN promoter luciferase reporter, 24 h; percent of 10 µM SAHA response. 0.56% of 360,000 active. activation, % at 6 µM. AID 540364;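 active = activation above the average of all compounds screened plus 3 SD, cutoff fixed separately per campaign, cut at about 7.5% in these data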;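 also: 0% = DMSO wells and 100% = 10 µM SAHA wells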
# DAX1 inh-2: inhibitors of human orphan nuclear receptor DAX1 (NR0B1) | P51843 | HEK293 Gal4-DAX1 luciferase reporter, luminescence | inhibition, % at 6.75 µM | 0.99% of 340,000 active | AID 504766;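 active = inhibition above the mean over all tested compounds plus 3 SD, cut at about 4.2% in these data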;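 also: 0% = DAX1-transfected cells with DMSO and 100% = empty-vector control cells with DMSO; inhibition shows as a rise in luminescence from relieved DAX1 repression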
# Target sequence (P51843 207-470 limits assumed): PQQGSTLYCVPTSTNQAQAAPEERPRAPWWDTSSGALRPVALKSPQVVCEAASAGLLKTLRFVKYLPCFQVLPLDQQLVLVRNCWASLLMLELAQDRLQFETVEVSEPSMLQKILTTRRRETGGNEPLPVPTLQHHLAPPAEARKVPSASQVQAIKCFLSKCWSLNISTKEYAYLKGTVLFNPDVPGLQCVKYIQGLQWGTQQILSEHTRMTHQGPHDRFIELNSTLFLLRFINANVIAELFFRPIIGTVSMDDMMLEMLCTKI
# ssDAF12 agonist: activates DAF-12 receptor from parasite S. stercoralis; AID 652126; activation, % at 6.8 µM; 1% of 370,000 active; HEK293 ssDAF-12/GRIP1 lit1-tk-luc reporter, luminescence; % of 3 µM dafachronic acid response;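 active = activation above the mean over all tested compounds plus 3 SD, cut at about 0.9% in these data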;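 also: 0% = DMSO-only wells and 100% = 3 µM delta7-dafachronic acid wells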
# ADAM10 inh: ADAM10 inhibition, QFRET primary screen. 0.62% of 370,000 active. recombinant ADAM10, EDANS/DABCYL FRET peptide cleavage, 3 h. O14672. AID 720582. inhibition, % at 7 µM;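 active = inhibition above a per-campaign cutoff equal to the mean of compounds falling between control-based bounds plus 3 SD, cut at about 20% in these data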;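 also: 0% = DMSO wells while the 100% control is not disclosed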
# ADAM17 inh: ADAM17 inhibition, QFRET primary screen; P78536; recombinant ADAM17, EDANS/DABCYL FRET peptide cleavage; inhibition, % at 6.95 µM; 0.83% of 370,000 active; AID 720648;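 active = inhibition above the mean of compounds lying between control limits plus 3 SD, set per campaign, cut at about 8.5% in these data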;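 also: 0% = DMSO-only wells as the low control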
# Target sequence (P78536 215-824 limits assumed): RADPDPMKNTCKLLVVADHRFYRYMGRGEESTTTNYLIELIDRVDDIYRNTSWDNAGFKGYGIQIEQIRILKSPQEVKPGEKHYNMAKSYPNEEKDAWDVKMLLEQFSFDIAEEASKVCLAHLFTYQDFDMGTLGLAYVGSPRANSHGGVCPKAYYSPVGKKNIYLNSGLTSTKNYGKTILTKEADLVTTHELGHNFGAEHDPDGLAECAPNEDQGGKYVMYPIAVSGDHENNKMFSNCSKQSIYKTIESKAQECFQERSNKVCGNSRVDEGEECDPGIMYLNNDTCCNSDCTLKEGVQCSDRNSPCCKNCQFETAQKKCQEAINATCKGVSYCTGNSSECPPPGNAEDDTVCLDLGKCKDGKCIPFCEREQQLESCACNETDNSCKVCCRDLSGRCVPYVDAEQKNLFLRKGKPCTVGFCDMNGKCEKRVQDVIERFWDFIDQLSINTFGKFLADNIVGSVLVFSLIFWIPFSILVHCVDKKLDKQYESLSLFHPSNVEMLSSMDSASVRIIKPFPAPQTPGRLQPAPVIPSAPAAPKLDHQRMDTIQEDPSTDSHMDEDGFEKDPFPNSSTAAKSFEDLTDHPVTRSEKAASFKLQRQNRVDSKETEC
# PG9 binder: binds the HIV-1 gp120 antibody PG9; inhibition, % at 6.7 µM; 0.43% of 360,000 active; TR-FRET gp120-PG9 antibody binding; in the data active = inhibition above about 8.5%
# hgDAF12 agonist: agonists of H. glycines DAF-12 nuclear receptor; HEK293 GAL4-hgDAF12 UAS-luciferase reporter, agonist luminescence; normalized to butyrate control; activation, % at 6.8 µM; 1.8% of 370,000 active; AID 687014;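 active = activation above a cutoff set at the mean of all screened compounds plus 3 SD, cut at about 10% in these data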;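 also: 0% = DMSO wells and 100% = sodium butyrate wells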
# SMARCA2 activ: activators of SMARCA2 function. MG213 cells, MMTV-luciferase reporter, dexamethasone, overnight. 1% of 370,000 active. activation, % at 9.1 µM. AID 652017; in the data active = activation above about 7.8%;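 also: 0% = vehicle wells and 100% = reference activator wells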
# hcDAF-12 act: activators of H. contortus DAF-12 nuclear receptor; AID 652067; 1.4% of 370,000 active; HEK293 hcDAF-12 lit1-tk-luc reporter, luminescence; 0% DMSO, 100% Δ7-dafachronic acid; activation, % at 6.8 µM;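 active = activation above the mean of all tested compounds plus 3 SD, cut at about 5.5% in these data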;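 also: 100% = response to 3 µM Δ7-dafachronic acid high control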
# * hit, by the source's call; / = not tested or not shown.
molecule	GC-A act	DAX1 inh-1	FXN GAA850 act	DAX1 inh-2	ssDAF12 agonist	ADAM10 inh	ADAM17 inh	PG9 binder	hgDAF12 agonist	SMARCA2 activ	hcDAF-12 act
O=C(CCNC(=O)c1ccccc1Cl)Nc1nc(-c2ccccc2Cl)cs1	10	0.0	1.7	2.5	-1.1	7	2	-2.0	2.0	1	0.7
COc1ccccc1OCCn1ccnc1	1	0.0	2.3	1.8	-1.2	-5	-2	1.1	-0.3	-4	0.8
O=C(CNC(=O)c1ccc(Cl)cc1Cl)OCN1C(=O)c2ccccc2C1=O	4	-0.1	1.9	0.3	-0.7	3	-1	-2.2	0.4	-2	2.1
CCCCn1cnc2c(c(-c3ccccc3)c(-c3ccccc3)n2Cc2ccco2)c1=N	-22	-1.0	-1.0	/	-2.3	-8	-3	1.7	-4.5	2	-3.8
Cc1csc(SCc2nc3scc(-c4ccccc4)c3c(=O)[nH]2)n1	0	-0.4	1.0	0.3	-2.1	7	-3	1.1	-0.7	-2	-0.8
COCCN1C(=O)C(=O)/C(=C(/O)c2ccc(S(=O)(=O)N3CCOCC3)cc2)C1c1ccc(OC)c(OC)c1 (stereo not given)	-3	-1.3	2.2	0.0	-1.4	-13	0	1.0	-1.3	-5	-1.3
C[C@@]12CCC=C[C@H]1[C@H](c1ccccc1Br)N(Cc1ccccc1)C2=O	-4	-0.2	3.0	-1.2	-1.3	5	-1	-0.7	-2.1	-6	-0.7
O=C(O)/C(=C/c1ccco1)NC(=O)c1ccc(Br)o1	3	0.8	0.6	1.1	-0.6	-4	0	0.8	-2.0	-2	0.7
Cc1ccccc1CNc1nc(N)n(-c2ccccc2)n1	1	0.4	2.4	-0.2	-0.9	-4	0	1.4	4.2	0	0.3
CCOc1cc(/C=N\NC(=O)c2ccc(NC(=O)C(C)(C)C)cc2)ccc1OC(=O)c1ccc(C)cc1	-1	-0.5	-1.1	-1.0	-0.8	-11	2	-1.0	-1.1	-2	0.1
CCOC(=O)CC(NS(=O)(=O)c1ccc(OC)c(C)c1)c1cccc([N+](=O)[O-])c1 (stereo not given)	1	-0.1	0.5	1.4	-0.9	-1	0	0.1	-0.7	-1	0.3
Cc1cc(C)n(S(=O)(=O)c2cc(C)c(C)cc2C)n1	-2	-0.2	-0.6	-0.9	-1.2	-7	0	-1.2	-0.5	-4	-2.0
CCOC(=O)N1CCN(C(=O)c2cc3cc(Br)ccc3oc2=O)CC1	2	0.3	-2.8	2.8	-1.1	-8	1	-3.7	3.9	-2	-0.6
C/C(=N\N=C1/NC(=O)C(C)S1)c1ccc([N+](=O)[O-])cc1 (stereo not given)	0	-1.2	3.2	-0.1	0.6	-2	3	-0.3	3.6	2	2.3
Cc1ccc(S(=O)(=O)N2CCCC2C(=O)NC2CCCCC2)cc1 (stereo not given)	-1	-1.1	-1.0	2.4	-2.0	4	4	0.6	-1.0	-1	-1.9
CCn1ncc([N+](=O)[O-])c1C(=O)Nc1c(C)nn(Cc2ccc(F)cc2)c1C	0	0.6	-0.6	-1.1	-1.2	-6	-1	-1.7	-2.3	-1	0.6
CCNNC(=O)C(O)(c1cccc(C)c1)c1cccc(C)c1	-1	0.2	0.7	0.4	-1.2	-1	-1	-0.6	4.6	-2	-0.7
Oc1ccc(C[C@@H]2CNCCN2CCC23CC4CC(CC(C4)C2)C3)cc1	-6	-0.2	3.6	0.4	-1.4	-2	1	-1.1	-2.5	0	-2.1
Cc1ccc2nc(C3CCCCC3)c(Cc3ccsc3)n2c1	-10	-1.4	/	/	-0.7	-48	-15	-1.3	2.2	-1	-0.2
CN(C(=O)C1CCC(=O)N(Cc2ccccc2F)C1)C1CCOCC1 (stereo not given)	3	1.2	0.0	0.4	-0.9	-3	-1	-1.0	0.0	-1	-0.4
CCCOc1ccc(F)cc1-c1cc(C(=O)NCc2cccc(C(F)(F)F)c2)[nH]n1	3	-1.8	2.1	/	-0.3	15	9.7*	-0.4	-1.3	2	-1.7
CC(C)CC(=O)NC(=S)Nc1nc(-c2ccccc2)cs1	2	0.6	4.2	-0.4	0.0	-3	3	-0.9	4.1	-2	4.1
COc1cccc(/C=C/C(=O)OCC(=O)N2CCCc3ccccc32)c1	-1	-0.1	0.9	-0.4	-0.8	-104	-35	-1.9	-0.7	-1	0.5
Nc1cc(Cl)ccc1N1CCOCC1	4	-0.1	1.3	1.5	-0.5	-9	-4	1.9	1.2	-3	0.0
CCOc1ccc(N=Nc2c(=O)[nH]n3c(=O)c4c([nH]c23)CCCC4)cc1	-12	0.1	1.1	-0.5	-1.5	-4	-2	-1.4	-1.8	-6	-1.9
O=C(Cc1cccs1)N1CCN=C1SCc1ccc(F)cc1	-3	1.0	4.5	-0.9	-1.6	-22	0	1.4	-3.2	-3	-2.6
Cc1cc(NC(=O)CSc2c[nH]c3ccccc23)no1	0	-0.1	-0.8	0.6	0.3	4	2	0.3	4.2	-3	4.8
Cc1ccc(-n2c(C)nnc2SCC(=O)N2CCc3ccccc3C2)cc1	-11	-0.4	0.8	-1.1	-1.0	-5	1	-2.6	-0.1	0	0.8
CCN(CC)C1CCN(C(=O)c2cc(COc3ccc(F)cc3Cl)on2)C1 (stereo not given)	16	0.4	1.6	0.5	-0.7	6	-2	-0.6	1.5	3	-0.1
CCOC(=O)C1=C(C)N=C2SC(C)C(=O)N2C1/C=C/c1ccccc1OC (stereo not given)	-1	-0.6	-1.2	-0.6	-1.2	-4	-4	-3.0	-2.2	-3	0.0
CCOC(=O)c1nn(-c2ccccc2Cl)c(=O)cc1OCC(=O)Nc1cccc(OC)c1	-3	-0.5	0.3	-0.1	-0.3	-4	1	0.6	0.6	0	-1.3
COc1ccc(NC(=O)C2(C)CCN2Cc2ccc3ccccc3c2)cc1OC (stereo not given)	3	0.7	-1.0	/	-2.0	12	5	-2.7	-1.0	4	-1.6
CCOc1ccc(NC(=O)CSc2nc3ccccc3c(=O)n2CCCC(=O)NCC2CCCO2)cc1 (stereo not given)	1	-0.7	1.2	1.0	0.5	1	0	-0.5	1.0	-2	0.2
CC(C)(C)c1ccc(C(=O)NCc2nnc(SCC(=O)NCC3CCCO3)o2)cc1 (stereo not given)	0	-1.0	2.1	-0.7	-0.2	-1	-4	-2.1	-2.3	0	1.1
Cc1cccc(NC(=O)c2ccccc2NC(=O)c2ccco2)c1	1	-3.6	0.3	-0.1	-1.3	10	-5	-3.2	0.3	3	-0.5
Cc1cccc(-n2cnc3cc(C(=O)N4CCc5ccccc54)ccc32)c1	-1	-0.6	1.3	-1.2	-0.8	10	4	1.4	2.1	-3	-1.7
Cc1ccc(CN2CCNC(=O)C2CC(=O)NCCCn2ncc3ccccc32)o1 (stereo not given)	-2	0.1	1.0	0.7	-1.6	-12	-2	-0.6	2.2	0	2.1
CCOc1ccc(C2CC(c3c(O)c4ccccc4oc3=O)=NN2c2ccccc2)cc1OC (stereo not given)	7	0.1	2.6	2.5	-0.9	-15	-7	1.9	1.2	-2	-0.4
Cc1ccc(-c2nc(CNC(=O)c3ccco3)cs2)cc1	1	-1.1	1.8	-0.6	-0.6	-3	1	-3.1	4.0	-1	-1.9
O=C1CN(C(=O)CN2C(=O)NC(c3ccccc3)(c3ccccc3)C2=O)c2ccccc2N1	-5	-0.7	-0.4	-0.1	-0.7	-8	-8	1.4	-0.7	-2	-1.4
COc1cc(CNCc2cccs2)ccc1OCC(N)=O	-1	0.0	1.0	2.2	-0.5	1	-3	1.3	2.3	-1	0.3
COc1ccc(NC(=O)CN(C)C(=O)CCSc2ccc(C)cc2)cc1	6	-0.4	3.2	-0.5	-1.1	-3	0	1.6	-2.0	-2	-2.2
COc1ccc(-c2csc(N)n2)cc1	6	1.3	4.0	0.3	-0.7	-7	1	-1.3	8.7	2	1.5
COc1ccc(CNC(=O)C(C)OC(=O)c2cccc(N(C)C)c2)cc1 (stereo not given)	-2	-0.8	0.1	0.0	-0.9	-23	-4	-0.4	-1.3	1	-1.0
Cc1nn(Cc2ccccc2Cl)c(C)c1NC(=O)CCCn1nc([N+](=O)[O-])c(Cl)c1C	-6	-0.8	-0.8	1.8	-1.9	1	0	-0.1	-8.6	-6	-5.1
O=C1C2C3C=CC(C3)C2C(=O)N1c1cccc(-c2nc3ccccc3o2)c1 (stereo not given)	8	-0.4	-1.2	0.9	-1.4	-9	-2	0.9	0.1	-1	0.6
CCOC(=O)c1c(NC(=O)COc2ccc3ccc(=O)oc3c2)sc(C(=O)N(C)C)c1C	8	1.1	4.1	0.1	-0.8	-125	-35	1.1	-0.8	-2	-0.1
CCS(=O)(=O)NCC(c1cccnc1)N1CCN(c2ccc(OC)cc2)CC1 (stereo not given)	2	0.3	-0.1	0.2	-1.4	3	1	-2.5	-2.7	0	-0.1
COC(=O)CCC(=O)Nc1cccc2c(NC(=O)CCC(=O)OC)cccc12	-1	-0.7	1.8	-0.9	-0.8	-8	-8	3.5	0.0	0	0.3
O=C(NCCc1ccccc1)C1CCN(C(=O)c2ccc(F)cc2)CC1	3	0.1	1.1	0.7	-1.5	4	-7	-0.4	2.0	0	0.3
CC(C)(C)NC(=O)C(c1ccc(F)cc1)N(Cc1ccco1)C(=O)CCC(=O)Nc1ccccn1 (stereo not given)	-2	-0.3	-0.9	-0.7	-1.1	-3	-41	0.9	3.3	0	-1.5
O=C(Nc1ccc(Cl)c(Cl)c1)C1CCCCC1	-4	-0.2	0.8	2.2	-1.4	3	0	3.7	4.0	1	-0.1
CCCCOc1ccc(C(=O)NCCOc2cccc(OC)c2)cc1	5	-0.7	2.8	-1.2	-1.2	13	4	0.4	1.1	-1	-0.2
O=C(COC(=O)c1ccc(Cl)cc1O)NC(=O)C1CCCCC1	-1	0.9	3.2	-1.7	-1.1	-13	4	4.7	-0.5	-3	-1.3
O=C(NCCCn1ccnc1)c1cc(-c2ccc(Cl)cc2)nc2ccccc12	6	-0.3	2.0	-1.6	-1.4	-45	-12	-1.9	-1.0	2	-2.2
O=C(CCNS(=O)(=O)c1ccc(OC(F)(F)F)cc1)N1CCN(S(=O)(=O)c2cccc(F)c2)CC1	-1	0.2	-1.0	0.5	-0.8	-6	-3	-0.8	0.4	-2	-0.5
CCOc1ccc(-c2nc(C#N)c(NCc3ccco3)o2)cc1	1	0.3	4.2	-1.9	-1.8	-220	-66	-3.6	1.2	-3	-0.7

# As a short view, some entries already given:
molecule	GC-A act	DAX1 inh-1	FXN GAA850 act	DAX1 inh-2	ssDAF12 agonist	ADAM10 inh	ADAM17 inh	PG9 binder	hgDAF12 agonist	SMARCA2 activ	hcDAF-12 act
O=C(CCNC(=O)c1ccccc1Cl)Nc1nc(-c2ccccc2Cl)cs1	10	0.0	1.7	2.5	-1.1	7	2	-2.0	2.0	1	0.7
COc1ccccc1OCCn1ccnc1	1	0.0	2.3	1.8	-1.2	-5	-2	1.1	-0.3	-4	0.8
